Compound activity: PubChem, National Center for Advancing Translational Sciences (NCATS)
GLP-1R agonist – qHTS of GLP-1 Receptor Agonists; Glucagon-like peptide 1 receptor (Homo sapiens), P43220; HEK293 GLP-1R CRE-luciferase, luminescence, 4-6 h; cells express a hypersensitive GLP-1R form; Potency, µM (series often up to 45.6 µM), without a hit: at the highest dose activation, hits mostly activators; 380,000 tested, 0.007% active; AID 624172, 2012; further: potency means the concentration at half of the fitted maximal effect; % of control where 0% means no effect
Target sequence (P43220 whole entry, looked up): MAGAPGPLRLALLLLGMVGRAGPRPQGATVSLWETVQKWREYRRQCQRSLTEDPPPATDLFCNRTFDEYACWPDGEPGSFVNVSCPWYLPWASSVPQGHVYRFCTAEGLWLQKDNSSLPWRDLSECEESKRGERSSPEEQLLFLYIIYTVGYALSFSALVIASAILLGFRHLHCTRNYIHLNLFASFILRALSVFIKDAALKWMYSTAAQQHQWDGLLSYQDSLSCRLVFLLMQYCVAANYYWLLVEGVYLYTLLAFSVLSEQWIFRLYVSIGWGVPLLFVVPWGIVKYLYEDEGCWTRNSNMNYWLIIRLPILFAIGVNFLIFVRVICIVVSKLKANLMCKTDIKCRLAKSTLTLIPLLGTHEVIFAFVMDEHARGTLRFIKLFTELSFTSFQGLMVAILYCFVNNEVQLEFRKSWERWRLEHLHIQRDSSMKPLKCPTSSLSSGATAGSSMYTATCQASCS
IL1B secr inh – qHTS for Inhibitors of Inflammasome Signaling: IL-1-beta AlphaLISA Primary Screen; 360,000 tested, 4.7% active; activity change, % at 57.5 µM; THP-1 LPS/ATP IL-1B secretion, AlphaLISA, 16 h; active compounds read low; AID 743279, 2014; in the data active means activity change below about -50%; inconclusive means mostly about -30% to -49%; further: on the % scale 0 is the no-effect control and ±100 the full control effect
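Secreted IL-1B measured by AlphaLISA bead assay after 16 h compound exposure of THP-1 cells; compounds (final up to 57.5 uM) added 1 h before LPS (250 ng/mL) and ATP (1.25 mM) stimulation; lower signal means less secretion.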
KB-3-1 tox – qHTS assay for MDR1-selective chemotherapeutics: Primary screen using the parental adenocarcinoma cell KB-3-1 | KB-3-1 viability, CellTiter-Glo ATP luminescence, 72 h | Potency, µM (doses to about 46.1 µM), without a hit: top-dose activity change, negative = cytotoxic, most hits filed as cytotoxic | 400,000 tested, 1.4% active; further: potency means the concentration at half of the fitted maximal effect; on the % scale 0 is the no-effect control and ±100 the full control effect; nearly all actives have a fitted effect of over 60% in size
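Viability of parental KB-3-1 cells, measured by CellTiter-Glo luminescence, followed a 72 h incubation at 37 °C with pinned compounds in phenol-red-free DMEM containing 10% FBS.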
HT1080-NT tox – qHTS for induction of synthetic lethality in tumor cells producing 2HG: qHTS for the HT-1080-NT fibrosarcoma cell line. HT-1080-NT fibrosarcoma viability, CellTiter-Glo ATP luminescence, 48 h. Potency, µM (series often up to 46.1 µM), for inactives: top-dose activity, negative = less viability, actives largely listed as cytotoxic. 360,000 tested, 1.6% active;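 further: NT is the 2HG producing partner of a matched IDH1 knockdown line; potency means the concentration at half of the fitted maximal effect; 0% = DMSO-treated cells and -100% = media-only wells without cells; nearly all actives have a fitted effect of over 55% in size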
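Fibrosarcoma NT cells, 750 per well in 5% FBS RPMI, were exposed to compound for 48 hours. Viability: CellTiter-Glo luminescence.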
DRD3 antagonist – qHTS of D3 Dopamine Receptor Antagonist: qHTS; max response, negative = inhibition, %; 360,000 tested, 2.5% active; AID 652054, 2013; D3R cells, DiscoveRx beta-arrestin luminescence, antagonist mode; active compounds read low; in the data active means max response below about -50%; inconclusive means no clear call, values can overlap the other calls; further: on the % scale 0 is the no-effect control and ±100 the full control effect; mostly tested at two doses, the higher about 12 µM
Target sequence (P35462 whole entry, looked up): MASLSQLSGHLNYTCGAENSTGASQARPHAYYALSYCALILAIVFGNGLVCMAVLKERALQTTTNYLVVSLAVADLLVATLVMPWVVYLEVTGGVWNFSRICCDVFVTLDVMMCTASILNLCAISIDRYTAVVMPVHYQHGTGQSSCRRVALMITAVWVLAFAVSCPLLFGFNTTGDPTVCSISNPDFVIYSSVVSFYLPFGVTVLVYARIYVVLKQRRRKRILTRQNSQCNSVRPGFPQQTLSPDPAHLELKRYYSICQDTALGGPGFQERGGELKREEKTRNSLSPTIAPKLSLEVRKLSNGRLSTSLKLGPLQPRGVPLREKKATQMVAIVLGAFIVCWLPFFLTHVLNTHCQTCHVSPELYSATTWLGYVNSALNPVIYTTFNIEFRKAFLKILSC
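Cells plated overnight at 1500 cells/well, then exposed to library compounds with dopamine controls for 90 minutes at 37 degrees C. DiscoveRx reagent added for 30–60 minutes at room temperature; luminescence read, quantitative HTS format.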
KB-V1 MDR tox – qHTS assay for MDR1-selective chemotherapeutics: Primary screen using the drug-selected MDR subline cells KB-V1; Potency, µM (highest dose often 46.1 µM), for the others: top-dose activity change, negative = cytotoxicity, usual class: cytotoxic; KB-V1 MDR cells viability, CellTiter-Glo, 72 h; 400,000 tested, 3.4% active; AID 1347076, 2019; further: potency means the concentration at half of the fitted maximal effect; on the % scale 0 is the no-effect control and ±100 the full control effect; nearly all actives have a fitted effect of over 60% in size
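Readout: CellTiter-Glo luminescence, 10 min after addition. Cells: KB-V1 MDR subline, 72 h at 37 degrees C with compound. Analysis: corrected, normalized data fitted to concentration-effect curves.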
HT1080 IDH1KD tx – qHTS for induction of synthetic lethality in tumor cells producing 2HG: qHTS for the HT-1080-IDH1KD cell line | HT-1080 IDH1 knockdown viability, ATP luminescence, 48 h | Potency, µM (series often up to 46.1 µM), for inactives: at the highest dose activity, negative = toxicity, most hits filed as cytotoxic | 360,000 tested, 2% active | AID 686971, 2013;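 further: potency means the concentration at half of the fitted maximal effect; 0% = DMSO wells and -100% = cell-free medium wells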
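Using the IDH1-knockdown HT-1080 line run in the same batch and compound series as the NT line, viability after 48 h at 37 °C was determined by CellTiter-Glo luminescence and expressed as % activity.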
D3 ag – qHTS of D3 Dopamine Receptor Agonist: qHTS; D3R DiscoveRx beta-arrestin cells, luminescence, 90 min; max activation, %; 410,000 tested, 0.58% active; in the data active means max activation above about 30%; further: 0% is about no effect; mostly tested at two doses, the higher about 12 µM
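Agonist-mode cell screen: cells plated at 1500/well and incubated overnight at 37 °C, then exposed to library compounds for 90 min at 37 °C. Detection reagent was added for 30–60 min at room temperature, and luminescence was read.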
SW480 rereplic – A quantitative high throughput screen for small molecules that induce DNA re-replication in SW480 colon adenocarcinoma cells; SW480 DNA re-replication, Hoechst DNA content imaging, 48 h; Potency, µM (top dose mostly 46.1 µM), for inactives: top-dose re-replication activation, most hits filed as activators; 340,000 tested, 1.8% active; AID 624297, 2012; further: potency means the concentration at half of the fitted maximal effect; % of control where 0% means no effect; nearly all actives have a fitted effect of over 55% in size
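DNA re-replication was detected as more nuclei of elevated Hoechst intensity after 48 hr exposure to compound (23 nL pinned per well of 250 cells).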
Active calls of the source: *; & = joins results of further samples; [ ] = dose if it differs, or a comment. Unless noted, the call rests on the fitted dose curve; in most records, active means well fitted curve in the direction sought with a large enough effect; inconclusive means small, poorly fitted or top-dose-only effect, or another doubt; inactive means no such curve, though single readings can be large; an effect the other way counts as inactive or inconclusive.

What do the screens show for `O=C(c1ccccc1)c1c[nH]c2ccccc12`?
GLP-1R agonist: 13%; IL1B secr inh: 0; KB-3-1 tox: -1%; HT1080-NT tox: 18%; DRD3 antagonist: 43; KB-V1 MDR tox: 10%; HT1080 IDH1KD tx: 1%; D3 ag: -2; SW480 rereplic: 1%

What do the screens show for `Cc1ccc(Cc2c(-c3ccc(F)cc3)nc3c(C)cc(Br)cn23)cc1`?
GLP-1R agonist: -5%; IL1B secr inh: 55; KB-3-1 tox: -1%; HT1080-NT tox: inconclusive; DRD3 antagonist: -10; KB-V1 MDR tox: 8%; HT1080 IDH1KD tx: inconclusive; D3 ag: 4

How did Cc1ccc(CN2CCN(CC(=O)NCc3ccc(Cl)cc3)C2=O)cc1 do in these assays?
GLP-1R agonist: -1%; IL1B secr inh: -5; KB-3-1 tox: -25%; HT1080-NT tox: -16%; DRD3 antagonist: inconclusive; KB-V1 MDR tox: -8%; HT1080 IDH1KD tx: -16%; D3 ag: -21; SW480 rereplic: 1%

How did CCc1ccc(OCC(=O)Nc2cc3oc4ccccc4c3cc2OC)cc1 do in these assays?
GLP-1R agonist: 0%; KB-3-1 tox: 22%; KB-V1 MDR tox: -5%; D3 ag: 1

How did CC12COC3(P(=O)(c4ccccc4)c4ccccc4)CC1CCC23CP(=O)(c1ccccc1)c1ccccc1 (configuration not stated) do in these assays?
GLP-1R agonist: 1%; IL1B secr inh: -52*; KB-3-1 tox: -26%; HT1080-NT tox: -19%; DRD3 antagonist: inconclusive; KB-V1 MDR tox: inconclusive; HT1080 IDH1KD tx: inconclusive; D3 ag: -16; SW480 rereplic: 6%

What do the screens show for `Cn1c(=O)c2c(SCC(=O)N3CCCc4ccccc43)nc(CC(C)(C)C)nc2n(C)c1=O`?
GLP-1R agonist: 5%; IL1B secr inh: 19; KB-3-1 tox: 10%; HT1080-NT tox: 12%; DRD3 antagonist: 13; KB-V1 MDR tox: 0%; HT1080 IDH1KD tx: 4%; D3 ag: 2; SW480 rereplic: -7%

Results for COc1ccc(CN(C)CCc2ccccn2)cc1OC ?
GLP-1R agonist: -3%; IL1B secr inh: 12; KB-3-1 tox: 4%; HT1080-NT tox: 12%; DRD3 antagonist: -76*; KB-V1 MDR tox: 13%; HT1080 IDH1KD tx: 20%; D3 ag: -4; SW480 rereplic: -1%

Results for CC(C)(C)C(=O)N1N=C(c2cccc(NS(C)(=O)=O)c2)CC1c1cccs1 (configuration not stated) ?
GLP-1R agonist: 12%; IL1B secr inh: inconclusive; KB-3-1 tox: inconclusive; HT1080-NT tox: 2%; DRD3 antagonist: 3; KB-V1 MDR tox: 0%; HT1080 IDH1KD tx: 3%; D3 ag: -1; SW480 rereplic: 2%

Results for O=C(COC(=O)c1cc(-c2ccccn2)nc2ccccc12)Nc1ncc(C(F)(F)F)cc1Cl ?
GLP-1R agonist: -3%; IL1B secr inh: 30; KB-3-1 tox: -3%; HT1080-NT tox: 6%; DRD3 antagonist: -11; KB-V1 MDR tox: 8%; HT1080 IDH1KD tx: 5%; D3 ag: -9; SW480 rereplic: -5%

How did CNc1cc([N+](=O)[O-])ccc1N/C=C/C(=O)c1ccc2c(c1)OCO2 do in these assays?
GLP-1R agonist: 1%; IL1B secr inh: 17; KB-3-1 tox: 19%; HT1080-NT tox: 1%; DRD3 antagonist: -50*; KB-V1 MDR tox: 5%; HT1080 IDH1KD tx: 2%; D3 ag: -23; SW480 rereplic: inconclusive

How did O=C(CN1C(=O)C2C3C=CC(C3)C2C1=O)NCc1ccc2c(c1)OCO2 (configuration not stated) do in these assays?
GLP-1R agonist: -1%; IL1B secr inh: -4; KB-3-1 tox: 1%; HT1080-NT tox: -2%; DRD3 antagonist: 15; KB-V1 MDR tox: 15%; HT1080 IDH1KD tx: 1%; D3 ag: 0; SW480 rereplic: -6%

What do the screens show for `COc1ccc(NC(=O)Nc2ccccc2OC)cc1`?
GLP-1R agonist: 0%; IL1B secr inh: inconclusive; KB-3-1 tox: -19%; HT1080-NT tox: inconclusive; DRD3 antagonist: 4; KB-V1 MDR tox: -3%; HT1080 IDH1KD tx: -3%[9.24 µM]; D3 ag: -6; SW480 rereplic: 1%

How did Cc1ccc(C)c(NC(=O)C2CCCN(S(=O)(=O)c3ccc4[nH]c(=O)ccc4c3)C2)c1 (configuration not stated) do in these assays?
GLP-1R agonist: 4%; IL1B secr inh: -12; KB-3-1 tox: inconclusive; HT1080-NT tox: 7%; DRD3 antagonist: 17; KB-V1 MDR tox: 0%; HT1080 IDH1KD tx: 9%; D3 ag: 2&12; SW480 rereplic: 1%

Results for N#Cc1c(NC(=O)CSC2=NCCS2)sc2c1CCCC2 ?
GLP-1R agonist: 22%; IL1B secr inh: -23; KB-3-1 tox: -9%; HT1080-NT tox: -13%; DRD3 antagonist: 14; KB-V1 MDR tox: inconclusive; HT1080 IDH1KD tx: -27%; D3 ag: 5; SW480 rereplic: 3%

How did O=C(NC(Cc1ccccc1)C(=O)O)/C(=C/c1ccc(F)cc1)NC(=O)c1ccccc1 (configuration not stated) do in these assays?
GLP-1R agonist: -8%; IL1B secr inh: 23; KB-3-1 tox: 0%; HT1080-NT tox: 2%; DRD3 antagonist: 16; KB-V1 MDR tox: 2%; HT1080 IDH1KD tx: 11%; D3 ag: 2; SW480 rereplic: -4%

How did COc1ccccc1C(=O)NC(=O)COC(=O)CCOc1ccccc1C do in these assays?
GLP-1R agonist: -12%; IL1B secr inh: 5; KB-3-1 tox: 16%; HT1080-NT tox: 9%; DRD3 antagonist: 19; KB-V1 MDR tox: 29%; HT1080 IDH1KD tx: 15%; D3 ag: 2; SW480 rereplic: -5%

What do the screens show for `Cc1ccc(N(CC(=O)NC2CCCC2)C(=O)CCC(=O)Nc2ccccn2)cc1`?
GLP-1R agonist: 4%; IL1B secr inh: -11; KB-3-1 tox: 8%; HT1080-NT tox: 8%; DRD3 antagonist: 10; KB-V1 MDR tox: -24%; HT1080 IDH1KD tx: 5%; D3 ag: 3; SW480 rereplic: 2%

What do the screens show for `Cc1cc(CNC(=O)COc2ccc(C#N)cc2)c2ccccc2n1`?
GLP-1R agonist: 6%; IL1B secr inh: 42; KB-3-1 tox: 2%; HT1080-NT tox: -24%; DRD3 antagonist: -16; KB-V1 MDR tox: inconclusive; HT1080 IDH1KD tx: -15%; D3 ag: -3; SW480 rereplic: -2%

How did CCCCN(CCCC)CC(O)CN1C(=O)NC(C)(C)C1=O (configuration not stated) do in these assays?
GLP-1R agonist: -2%; IL1B secr inh: 8; KB-3-1 tox: 4%; HT1080-NT tox: 12%; DRD3 antagonist: 3; KB-V1 MDR tox: 0%; HT1080 IDH1KD tx: 5%; D3 ag: -9; SW480 rereplic: 0%

Results for O=C(OCc1nc2ccccc2c(=O)[nH]1)c1cccs1 ?
GLP-1R agonist: 2%; IL1B secr inh: 37; KB-3-1 tox: 2%; HT1080-NT tox: -3%; DRD3 antagonist: inconclusive; KB-V1 MDR tox: 9%; HT1080 IDH1KD tx: -4%; D3 ag: -3; SW480 rereplic: -4%

How did CCC(Sc1nc2sc(C(=O)OC)c(C)c2c(=O)n1N)C(=O)NCC1CCCO1 (configuration not stated) do in these assays?
GLP-1R agonist: -4%; IL1B secr inh: 0; KB-3-1 tox: -1%; HT1080-NT tox: 6%; DRD3 antagonist: -1; KB-V1 MDR tox: 16µM*; HT1080 IDH1KD tx: 13%; D3 ag: 1; SW480 rereplic: -7%

How did CN1C(=O)c2cccc(NCCCCCCN3C(=O)c4ccccc4C3=O)c2C1=O do in these assays?
GLP-1R agonist: -18%; IL1B secr inh: inconclusive; KB-3-1 tox: -25%; HT1080-NT tox: -5%; DRD3 antagonist: 11; KB-V1 MDR tox: -23%; HT1080 IDH1KD tx: -1%; D3 ag: 9; SW480 rereplic: -1%

How did Cc1cc(C)nc(-n2nc(C)c(Br)c2Nc2ccc(Br)cc2)n1 do in these assays?
GLP-1R agonist: 1%; IL1B secr inh: inconclusive; KB-3-1 tox: 0%; HT1080-NT tox: -7%; DRD3 antagonist: 14; KB-V1 MDR tox: 1%; HT1080 IDH1KD tx: -17%; D3 ag: 0; SW480 rereplic: 7%

Three entries picked at random from those above, as already listed:
How did COc1ccccc1C(=O)NC(=O)COC(=O)CCOc1ccccc1C do in these assays?
GLP-1R agonist: -12%; IL1B secr inh: 5; KB-3-1 tox: 16%; HT1080-NT tox: 9%; DRD3 antagonist: 19; KB-V1 MDR tox: 29%; HT1080 IDH1KD tx: 15%; D3 ag: 2; SW480 rereplic: -5%

Results for N#Cc1c(NC(=O)CSC2=NCCS2)sc2c1CCCC2 ?
GLP-1R agonist: 22%; IL1B secr inh: -23; KB-3-1 tox: -9%; HT1080-NT tox: -13%; DRD3 antagonist: 14; KB-V1 MDR tox: inconclusive; HT1080 IDH1KD tx: -27%; D3 ag: 5; SW480 rereplic: 3%

What do the screens show for `COc1ccc(NC(=O)Nc2ccccc2OC)cc1`?
GLP-1R agonist: 0%; IL1B secr inh: inconclusive; KB-3-1 tox: -19%; HT1080-NT tox: inconclusive; DRD3 antagonist: 4; KB-V1 MDR tox: -3%; HT1080 IDH1KD tx: -3%[9.24 µM]; D3 ag: -6; SW480 rereplic: 1%
